# pPAFAH inh = pPAFAH (human) enzyme inhibition; Q13093; recombinant pPAFAH, FP-rhodamine probe fluorescence polarization; inhibition, % at 3.39 µM; hit rate 1.5% among 330,000;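 active = inhibition above the mean inhibition across the screen plus 3 SD, cut at about 25% in these data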;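 note: inhibitors block binding of the rhodamine activity-based probe so polarization drops; 0% = enzyme with DMSO and 100% = wells lacking pPAFAH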
# LYPLA1 counter = blocks human lysophospholipase 1, a PME1 counter-screen; inhibition, % at 5.9 µM; hit rate 0.16% among 320,000; O75608; recombinant LYPLA1, FP-Rh probe fluorescence polarization; AID 2174;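 active = inhibition above the mean of all tested compounds plus 3 SD, set per campaign, cut at about 14% in these data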;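 note: inhibitors block serine hydrolase probe labeling of LYPLA1 so polarization falls; 0% = enzyme with DMSO and 100% = wells lacking LYPLA1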
# PAFAH1B2 FP inh = PAFAH1B2 (human) inhibition; hit rate 1.2% among 340,000; AID 492953; P68402; recombinant PAFAH1B2, FP-rhodamine activity probe, fluorescence polarization; inhibition, % at 3.39 µM;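 active = inhibition above the mean of all tested compounds plus 3 SD, cut at about 24% in these data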;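 note: 0% = enzyme with DMSO and 100% = wells lacking PAFAH1B2; many of its hits are not listed in these tables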
# PME-1 primary = blocks human protein phosphatase methylesterase 1; Q9Y570; recombinant PME-1, FP-Rh probe fluorescence polarization; inhibition, % at 5.9 µM; hit rate 0.53% among 320,000; AID 2130;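 active = inhibition above the campaign mean of all compounds plus 3 SD, cut at about 26% in these data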;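 note: competitive labeling of PME-1 active site by serine hydrolase directed probe; 0% = PME-1 with DMSO and 100% = wells lacking PME-1 enzyme; inhibitors block probe labeling so polarization falls and inhibition rises; many of its hits are not listed in these tables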
# Target sequence (Q9Y570 whole entry, looked up): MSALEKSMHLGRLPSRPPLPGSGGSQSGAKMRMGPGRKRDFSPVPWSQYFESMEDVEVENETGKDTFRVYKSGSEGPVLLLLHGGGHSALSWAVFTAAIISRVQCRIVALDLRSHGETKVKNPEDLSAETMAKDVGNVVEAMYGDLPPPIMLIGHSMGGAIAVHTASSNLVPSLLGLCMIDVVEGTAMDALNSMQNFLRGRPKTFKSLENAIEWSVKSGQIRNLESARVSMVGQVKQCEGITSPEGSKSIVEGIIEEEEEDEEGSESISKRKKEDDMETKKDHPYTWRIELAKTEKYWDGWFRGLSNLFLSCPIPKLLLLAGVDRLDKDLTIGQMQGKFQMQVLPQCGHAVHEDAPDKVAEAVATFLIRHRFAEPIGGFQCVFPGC
# Fam108B inh = counter-screen for RBBP9 inhibitors: inhibitors of mouse Fam108B; recombinant Fam108B, FP-Rh probe fluorescence polarization; inhibition, % at 9.51 µM; hit rate 0.33% among 300,000;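 active = inhibition above the screen mean inhibition plus 3 SD, computed separately per campaign, cut at about 18% in these data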;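 note: inhibitors lower polarization as less probe binds the enzyme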
# GSTO1 counter = GSTO1 inhibition, counter-screen for RBBP9 inhibitors; recombinant GSTO1, activity-based probe fluorescence polarization; P78417; hit rate 1.1% among 300,000; AID 1974; inhibition, % at 5.96 µM;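 active = inhibition above the campaign mean inhibition plus 3 SD, cut at about 35% in these data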;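 note: 0% = GSTO1-1 with DMSO and 100% = wells lacking GSTO1-1 enzyme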
# Target sequence (P78417 whole entry, looked up): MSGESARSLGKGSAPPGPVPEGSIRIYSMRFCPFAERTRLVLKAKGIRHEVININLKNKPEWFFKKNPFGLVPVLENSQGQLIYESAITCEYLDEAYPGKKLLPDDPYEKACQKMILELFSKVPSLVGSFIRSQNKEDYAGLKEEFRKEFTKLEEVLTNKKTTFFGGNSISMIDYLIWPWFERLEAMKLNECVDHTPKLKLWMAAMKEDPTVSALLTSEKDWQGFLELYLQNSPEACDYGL
# PAD4 FP inh = blocks human protein arginine deiminase 4. Q9UM07. recombinant PAD4, RCA probe fluorescence polarization. inhibition, % at 6.36 µM. hit rate 0.41% among 330,000. AID 485272;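 active = percent inhibition above a cutoff equal to the mean of all tested compounds plus 3 SD, cut at about 15% in these data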;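 note: 0% = PAD4 with RCA probe and DMSO and 100% = probe without PAD4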
# PAFAH2 inh = PAFAH2 (human) inhibition | inhibition, % at 3.39 µM | recombinant PAFAH2, FP-rhodamine activity probe, fluorescence polarization | Q99487 | hit rate 0.99% among 340,000;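 active = inhibition above the mean over all tested compounds plus 3 SD, cut at about 30% in these data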;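 note: inhibitors block probe labeling of enzyme so polarization drops; 0% = enzyme with DMSO and 100% = wells lacking PAFAH2 protein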
# PAFAH1B3 inh = blocks human PAF acetylhydrolase 1B catalytic subunit 3; hit rate 0.28% among 340,000; Q15102; recombinant PAFAH1B3, FP-rhodamine probe, fluorescence polarization; inhibition, % at 3.39 µM;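 active = inhibition above the screen-wide average of all tested compounds plus 3 SD, cut at about 25% in these data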;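 note: 0% = enzyme with DMSO only and 100% = wells lacking PAFAH1B3 protein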
# Target sequence (Q15102 whole entry, looked up): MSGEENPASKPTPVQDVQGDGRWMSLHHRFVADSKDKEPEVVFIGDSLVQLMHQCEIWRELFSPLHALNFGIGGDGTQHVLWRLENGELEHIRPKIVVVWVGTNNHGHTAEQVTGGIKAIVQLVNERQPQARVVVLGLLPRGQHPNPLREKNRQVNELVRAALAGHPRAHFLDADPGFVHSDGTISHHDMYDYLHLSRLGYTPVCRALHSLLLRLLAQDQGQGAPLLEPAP
# Starred values were filed as active, the others as inactive; . = no result given. These rows are one share of the data; rates above refer to the full screens.
SMILES,Fam108B inh,PAFAH1B2 FP inh,PAFAH2 inh,pPAFAH inh,LYPLA1 counter,GSTO1 counter,PAD4 FP inh,PME-1 primary,PAFAH1B3 inh
Brc1ccc(NCc2nnc3n2CCCCC3)cc1,-1,-3,-4,5,1,2,1,-10,8
CCCC1(c2ccccc2)NC(=O)N(CC(=O)NCC2COc3ccccc3O2)C1=O (stereo not drawn),.,8,7,3,0,.,-2,-7,-3
CCn1cc(CN2CCC(n3nccc3NC(=O)CCc3ccccc3)CC2)cn1,-2,5,1,0,4,8,-5,4,6
CN=C1S/C(=C/c2cn(CC(=O)OC)c3ccccc23)C(=O)N1C,3,2,-2,-2,4,6,1,-1,-5
CN(CCc1ccccn1)C(=O)CCc1nnc(CCCc2ccccc2)o1,0,12,1,1,0,-5,0,-1,3
COc1ccc(S(=O)(=O)N2CCCC2)cc1C(=O)N1CCCCC1,-5,4,3,7,-2,-2,-8,1,8
Clc1ccc(-c2nnc(SCc3nc(-c4ccccc4)no3)o2)cc1,-6,1,2,-12,-2,40*,0,-4,3
COCC1CCN(Cc2cn(Cc3ccccc3)nc2-c2cc3ccccc3o2)CC1,0,2,-4,-5,-7,-2,0,0,2
O=C(CCn1nnnc1CN1CCOCC1)N1CCC(c2ccccc2F)C1 (stereo not drawn),-1,1,-3,1,2,10,2,-2,4
COc1ccc(NC(=O)c2ccc(COCC(F)(F)C(F)F)cc2)cc1OC,-2,3,-5,2,-2,-5,-7,6,6
CCOC(=O)C1CCN(Cc2cccc(Oc3ccccc3)c2)CC1,1,0,3,8,2,4,-4,8,6
COc1ccc(-n2nc(C(=O)NCC(=O)NCCCN3CCN(C)CC3)c3ccccc3c2=O)cc1,-1,10,5,5,-1,4,1,7,4
S=C1NCCOCCOCCNC(=S)N2CCOCCOCCN1CCOCCOCC2,0,3,-5,-1,1,10,-2,1,1
CNC(=S)N/N=C/c1cn(CCOc2ccccc2OC)c2ccccc12,8,6,7,15,14,4,-2,11,7
Cc1ccc(-c2nc(C#N)c(NCc3ccco3)o2)cc1,-1,2,0,5,3,-7,3,-6,0
COc1ccccc1Nc1nnc(SCc2nnc(-c3cc(OC)c(OC)c(OC)c3)o2)s1,-8,0,-23,1,-5,0,2,4,-3
CCN(C(=O)COC(=O)/C=C/c1c(C)nn(-c2ccccc2)c1C)C1CCS(=O)(=O)C1 (stereo not drawn),-4,1,-4,-4,-4,9,-1,-15,2
CC(C)c1ccc(C(=O)Nc2ccc(N3CCOCC3)cc2)cc1,1,4,2,11,1,4,-7,4,-2
CCOC(=O)/C=C1\CC(C(=O)OCC)Oc2ccccc21 (stereo not drawn),.,1,6,10,.,.,-4,.,10
C#CCOC(=O)Nc1ccc(OCC(F)(F)F)nc1,-2,2,7,10,-1,6,0,2,-4
O=C(O)CSc1cccc[n+]1[O-],1,-1,-4,0,-4,7,-3,5,5
COc1ccc(/C=C2\SC(=O)N(CCNC(=O)Cn3cnnn3)C2=O)cc1,0,5,-5,-4,-5,8,3,0,-7
Cc1ccc(S(=O)(=O)NC(C)(C)CSc2nncn2N)cc1,-2,5,-3,-2,-1,-3,-5,3,-1
COC(=O)c1cc(OC)c(OC)cc1NC(=O)c1ccc(OC)c(OC)c1,0,6,2,-3,-3,0,-1,-5,1
Cc1nn(-c2ccccc2)c(C)c1C(=O)OC/C(O)=C(\C#N)c1nc2ccccc2[nH]1,5,9,6,20,-8,11,-9,11,17
COc1ccc(NS(=O)(=O)c2ccc3oc(SC4CCOC4=O)nc3c2)cc1 (stereo not drawn),4,-2,2,19,3,14,-4,1,8
CCN(CC)CCn1c(NCc2ccccn2)nc2ccccc21,-2,1,-11,-8,-4,-5,-1,-7,6
O=C(CCN1C(=O)/C(=C\c2ccccc2)SC1=S)NCCCN1CCOCC1,-2,2,-1,-18,-5,12,-41,-10,4
COc1ccc(Nc2nc(N)nc(CN3CCC(Cc4ccccc4)CC3)n2)cc1,6,4,3,-3,0,3,-1,5,4
Brc1ccc(C=Nc2ccc3c(c2)OCCOCCOCCO3)s1,1,4,3,0,1,-1,-1,4,0
O=C(c1ccccc1)c1sc(N2CCCCCC2)nc1-c1ccccc1,-4,-1,-2,0,1,-1,-5,2,0
O=C(COC(=O)c1ccc2ccccc2n1)c1ccccc1,-4,3,7,15,1,2,-3,5,2
CC(C)NC(=O)N(C)C[C@H]1Oc2ccc(NC(=O)c3ccncc3)cc2C(=O)N([C@H](C)CO)C[C@@H]1C,.,2,8,-4,.,.,-8,.,-7
COc1ccccc1OCCn1cc(C#N)c2ccccc21,-2,1,-3,1,-4,-3,4,3,-3
COc1ccccc1C(=O)N1CCN(CCNC(=O)C(=O)Nc2ccc(Br)c(C)c2)CC1,-3,-2,4,8,-7,0,-2,-6,5
CNC(=S)NNC(=O)c1ccc(N(C)C)cc1,2,3,6,-1,1,2,-8,3,3
Cc1ccccc1OCCNC(=O)c1ccco1,3,7,-2,2,-4,-1,-3,-3,8
COc1ccc(-c2cc(C)no2)cc1S(=O)(=O)N1CCCN(Cc2ccccc2Cl)C1,-5,4,-6,-1,-3,-4,-2,2,6
CC(C)CNc1oc(-c2ccccc2Cl)nc1C#N,-5,-3,4,9,-2,-7,-2,4,-6
CNC(=O)c1ccc2nc(NC(C)=O)sc2c1,7,2,2,1,-3,8,8,0,9
COc1ccc(NC(=O)c2cc([N+](=O)[O-])ccc2NC(=O)CNCc2ccccn2)c(OC)c1,0,1,-2,8,0,9,-1,8,-6
Nc1cc(=O)[nH]c(SCCSc2cc(Cl)ccc2Cl)n1,3,8,4,8,0,-9,-4,7,-3
Cn1nc(C(=O)Nc2cccc(C(F)(F)F)c2)ccc1=O,1,6,3,2,-3,7,-2,1,6
Cc1nc(NC(=O)CN2CCN(c3cccc(Cl)c3)CC2)sc1C(=O)N(C)C,0,-5,2,6,0,6,0,-1,1
CCC(C)(NC=O)C(=O)Nc1c(C)cccc1C (stereo not drawn),1,-5,-5,-1,2,7,-4,1,2
Cc1cc(C)n(Cc2ccc(C(=O)Nc3ccc(Br)cc3C)o2)n1,8,-2,-5,1,-2,0,-9,-5,0
O=c1c2ccccc2nc(SCc2ccccc2)n1Cc1ccco1,-3,3,-13,8,-1,-12,-4,-7,-3
COc1ccc2c(c1)CCC(C)N2S(=O)(=O)c1ccc(C2CNC(=O)C2)cc1 (stereo not drawn),-5,0,6,5,2,2,-1,3,4
O=S(=O)(Nc1ccccn1)c1ccc(-n2cccn2)cc1,5,5,5,-1,-4,8,-2,4,5
CCCNC(=O)c1[nH]c(C)c(C(C)=O)c1C,0,2,3,-4,-6,1,-4,2,6
O=C(CCCOc1ccccc1)N1CCc2ccccc2C1,-2,2,-3,4,9,5,-6,-1,3
CC(C)C(C(=O)NC(C)(C)C)N(CCN1CCOCC1)C(=O)CNS(=O)(=O)c1ccccc1 (stereo not drawn),-3,0,-12,2,-4,2,0,0,-7
COc1ccc2c(c1)CCc1c-2n[nH]c1C(=O)O,-1,0,2,3,1,4,-6,-1,7
COc1ccc(-n2cc(CNCC3CC(=O)N(C4CC4)C3)c(-c3ccccc3Cl)n2)cc1 (stereo not drawn),-4,1,14,3,2,-9,5,1,9
Cc1ccc(C)c(N2CCN(C(=O)c3cc(S(=O)(=O)N4CCOCC4)ccc3F)CC2)c1,4,4,-9,5,-2,-3,0,-5,7
C[C@]12C=C[C@H](O)CC1=CCC1C2CC[C@@]2(C)C1CCC21OCCO1 (stereo partly drawn),.,0,-3,-3,.,.,-4,.,3
CC(=O)Nc1ccc(S(=O)(=O)N(C)c2ccc(OCCOc3ccccc3F)cc2)cc1,.,-1,-7,2,.,.,1,.,-10
COc1ccc2[nH]c(C(=O)Nc3ccc(F)cc3Br)cc2c1,-1,-1,12,1,-1,8,-5,0,10
CC(=O)N1CCCc2cc(S(=O)(=O)N(C)Cc3ccccc3)ccc21,-2,-1,-3,2,0,-2,0,7,-1
COc1ccc(/C=C/C2=NNC(=O)CC2)cc1,6,2,1,1,0,-2,-2,-1,7

# Going on with the list:
SMILES,Fam108B inh,PAFAH1B2 FP inh,PAFAH2 inh,pPAFAH inh,LYPLA1 counter,GSTO1 counter,PAD4 FP inh,PME-1 primary,PAFAH1B3 inh
CC(C)C(=O)Nc1nnc(CSCc2ccccc2F)s1,1,7,-7,-2,-1,-1,7,8,4
CCc1ccc(NC(=O)CSc2nnc(-c3ccco3)o2)cc1,-6,6,1,-3,-4,6,-4,-1,-5
Cc1cc(-c2ccc(Cl)cc2)n2ncnc2n1,0,.,.,2,0,3,-1,-4,.
O=[N+]([O-])c1ccc(-c2cn3c(n2)SCC3)cc1,1,.,.,-1,2,1,-1,4,.
Cc1cccc(Nc2ccc(NCc3ccccc3)nn2)c1,1,6,5,9,-1,16,-1,15,8
O=C(NC1CCN(C(=S)Nc2ccc(F)cc2)CC1)C1CCCCC1,1,0,-5,2,3,2,1,-3,-2
Cn1c(=O)[nH]c(=O)c2c1nc(Br)n2C/C=N/Nc1ccccc1,-2,-1,6,3,-2,4,0,-3,4
CCN(CC)S(=O)(=O)c1cccc(C(=O)NCCCn2ccnc2)c1,1,4,-5,2,-1,-4,0,3,-4
N/C(CC(=O)Nc1ccc(F)cc1)=N\O,2,4,5,0,4,-6,5,-4,5
O=C1c2ccccc2C(=O)N1CCCCSc1nnc2c(Cl)cc(Cl)cn12,1,-1,4,6,3,-3,-3,5,-6
CCCNC(=O)c1cc(Cl)c(NC(=O)C2=C(C)OCCS2)cc1OC,-1,5,3,6,-2,-5,-2,-4,3
O=C(c1c(Cl)cccc1Cl)N1CCCCCC1,-4,1,-2,5,4,8,-5,-2,9
COc1ccc(C(=O)NCC(=O)O)cc1,-3,5,1,-2,-2,8,1,4,6
CN1CCN(C(=O)C2=C[C@@H](c3ccc(C(F)(F)F)cc3)C[C@@H](OCCCCO)O2)CC1,2,7,9,3,2,3,1,2,-2
CC(C)C(=O)N1CCN(c2ccccc2NC(=O)c2ccc(Br)o2)CC1,.,5,8,2,.,.,2,.,4
Nc1nnc(SCc2nc3scc(-c4ccccc4)c3c(=O)[nH]2)s1,-6,2,0,-2,-2,-5,-11,0,-7
NC(=O)COC(=O)c1cccc(NS(=O)(=O)/C=C/c2ccccc2)c1,5,1,-3,4,1,0,-2,4,4
CC(=O)Nc1nc(C)c(S(N)(=O)=O)s1,1,2,7,-2,0,3,-1,-2,5
COCC(C)n1c(COc2ccccc2F)nnc1SCc1c(C)noc1C (stereo not drawn),0,1,1,1,-2,-2,3,3,-3
COc1cccc(/C(O)=C2/C(=O)C(=O)N(Cc3ccco3)C2c2ccncc2)c1 (stereo not drawn),2,1,-3,0,0,-1,-3,-3,10
O=C(Nc1nnc(SCC(=O)N2CCCC2)s1)C1CC(=O)N(c2ccc(F)cc2)C1 (stereo not drawn),-1,-4,6,1,3,3,2,2,5
Cc1sc(NC(=O)C2C3CCC(O3)C2C(=O)O)nc1-c1ccc(CC(C)C)cc1 (stereo not drawn),3,12,7,6,0,4,-4,6,3
Cc1ccc(-c2csc(C(C#N)=C3CCCC3)n2)cc1,3,-2,-5,9,3,11,-5,0,9
